Source: PubChem (National Center for Advancing Translational Sciences (NCATS))
TDP1 block – blocks human tyrosyl-DNA phosphodiesterase 1; Q9NUW8; recombinant TDP1, AlphaScreen DNA substrate cleavage; Potency, µM (series often up to 130 µM), for the others: top-dose activity change, negative = inhibition, hits mostly inhibitors; hit rate 0.28% among 350,000; further: nearly all actives have a fitted effect of over 40% in size
Target sequence (Q9NUW8 whole entry, looked up): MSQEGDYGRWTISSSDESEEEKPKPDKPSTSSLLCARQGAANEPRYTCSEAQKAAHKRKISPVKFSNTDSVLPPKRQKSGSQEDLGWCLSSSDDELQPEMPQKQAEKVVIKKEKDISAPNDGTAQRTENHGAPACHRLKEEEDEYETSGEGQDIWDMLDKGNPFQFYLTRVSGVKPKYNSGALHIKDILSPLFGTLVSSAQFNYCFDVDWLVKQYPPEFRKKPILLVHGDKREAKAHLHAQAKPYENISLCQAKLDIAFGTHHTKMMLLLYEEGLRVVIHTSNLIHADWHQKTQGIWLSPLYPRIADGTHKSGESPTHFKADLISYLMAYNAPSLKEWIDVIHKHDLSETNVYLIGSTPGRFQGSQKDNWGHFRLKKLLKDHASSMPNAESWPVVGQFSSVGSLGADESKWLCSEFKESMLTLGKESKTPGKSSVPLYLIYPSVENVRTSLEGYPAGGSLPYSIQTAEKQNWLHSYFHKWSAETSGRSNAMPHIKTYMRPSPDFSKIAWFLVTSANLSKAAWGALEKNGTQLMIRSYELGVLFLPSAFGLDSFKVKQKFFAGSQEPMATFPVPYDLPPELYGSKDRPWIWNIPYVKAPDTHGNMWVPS
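Steps: enzyme plus compound, 15 min RT; add biotin/phosphotyrosine-FITC oligonucleotide (15 nM final), react 5 min; add donor/acceptor beads (10 ug/ml final), 10 min; read AlphaScreen. Tdp1 at 1 nM final.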
DT40 TDP1 no CPT – qHTS for Inhibitors of human tyrosyl-DNA phosphodiesterase 1 (TDP1): qHTS in cells in absence of CPT | DT40 Tdp1-/- hTDP1 cells, no CPT, ATP luminescence, 48 h | Potency, µM (top dose mostly 46.2 µM), for the others: at the highest dose activity change, negative = growth inhibition, most hits filed as inhibitors | hit rate 15% among 420,000; further: nearly all actives have a fitted effect of over 55% in size
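Chicken DT40 Tdp1-/- cells complemented with human TDP1, screened without camptothecin (DMSO vehicle only), 400 cells/well. Compounds pin-transferred, cells incubated at 37 °C for at least 48 hr. Growth read as ATP-dependent luminescence (CellTiter-Glo, 30 min at RT).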
N370S GC mod – inhibits or activates N370S mutant glucocerebrosidase; Potency, µM (highest dose often 59.4 µM), for inactives: at the top dose activity change, negative = inhibition, most hits filed as inhibitors; N370S GC spleen homogenate, 4MU-glucoside fluorescence; P04062; hit rate 0.092% among 330,000;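 further: 0% = full enzyme activity and -100% = no enzyme basal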
* = called active by the depositor; ? = inconclusive; . = not tested or not shown; & = joins results of further samples; [ ] = dose if it differs, or a comment. The call rests on the fitted dose curve; in most records, active means well fitted curve in the direction sought with a large enough effect; inconclusive means small, poorly fitted or top-dose-only effect, or another doubt; inactive means no such curve, though single readings can be large; an effect the other way counts as inactive or inconclusive. Unless noted, on the % scale 0 is the no-effect control and ±100 the full control effect; potency means the concentration at half of the fitted maximal effect. Not all compounds are listed. The share of hits here may be higher or lower than overall.

SMILES	TDP1 block	DT40 TDP1 no CPT	N370S GC mod
CCN(C(=O)COC(=O)CCCOc1ccccc1)c1c(N)n(Cc2ccccc2)c(=O)[nH]c1=O	0%	-30%	.
Cc1ccc(NC(=O)CSC2=C(C#N)C(c3ccc4c(c3)OCO4)CC(=O)N2)cc1C (configuration not stated)	0%	?	5%
CCC(=O)N(CCC(Cc1ccccc1)c1ccco1)Cc1ccco1 (configuration not stated)	-5%	15µM*	?
CC1CCCC(C)N1CCCNC(=O)CN1C(=O)c2cccnc2Oc2ccc(Cl)cc21 (configuration not stated)	.	0%	-12%
CCn1c(SCC(=O)Nc2cc(Cl)ccc2OC)nnc1C1CC1	4%[0.0935 µM]	4%	1%
CCN(CC)c1ccc(C(=O)Nc2cccc(F)c2)cc1	2%	?	?
Cc1ccc(S(=O)(=O)N2CCN(c3ccc(C(F)(F)F)cc3[N+](=O)[O-])CC2)cc1	5%	?	15%
CC(C)[C@H](NS(=O)(=O)c1ccc2c(c1)OCCO2)C(=O)OCC(=O)Nc1ccccc1	-1%	-6%	?
Cc1ccc(NC(=O)CN(C)C(=O)COC(=O)c2ccc(Cl)cc2O)cc1	0%	-5%	.
C[C@H](CO)N1C[C@H](C)[C@@H](CN(C)S(=O)(=O)c2cccs2)Oc2ccc(NC(=O)NC3CCCCC3)cc2C1=O	0%	?	.
COc1ccccc1NC(=O)C(C)OC(=O)COc1cccc2c1OC(C)(C)C2 (configuration not stated)	.	-7%	-5%
CC(C)(C)NC(=O)CN(C(=O)CS(=O)CC(=O)Nc1ccc(F)cc1)c1ccccc1F (configuration not stated)	6%	15%	1%
COCCn1c(C2CCCCC2)nc2sc3ccccc3c(=O)c2c1=O	3%	23µM*	10%
Nc1ccc(S(=O)(=O)N2CCc3ccccc32)cc1	.	-25%	5%
CCOc1ccc(-c2cccc(NS(=O)(=O)c3ccc(Cl)s3)c2)nn1	4%	?	.
Cn1nc(-c2ccccc2)cc1NC(=O)Nc1ccc(C(C)(C)C)cc1	.	?	-8%
Cc1ccc(NC(=O)CCCCCCCCCCC2COCCO2)c(C)c1 (configuration not stated)	3%	18µM*	15%
COc1ccc(N2CCN(CCC3Oc4cc([N+](=O)[O-])ccc4NC3=O)CC2)cc1 (configuration not stated)	8%	?	-4%
O=C(COC(=O)c1ccccc1NS(=O)(=O)c1cccs1)NCC12CC3CC(CC(C3)C1)C2	4%	?	?
CNC(=S)N(CCc1c(C)[nH]c2ccc(C)cc12)Cc1cc(OC)c(OC)c(OC)c1	8%	15µM*	4%
Cc1nc2ncnn2c(C)c1Cc1c(Cl)cccc1Cl	2%	?	-8%
Cc1ccc(N2CC(C(=O)NCc3ccc(C)n3C)CC2=O)cc1 (configuration not stated)	5%	0%	-7%
CCN1C(=O)[C@H]2[C@H]3[C@H](O)[C@H](O)C/C(=N/NC(=O)OCc4ccccc4)[C@H]3CC[C@@H]2C1=O	6%[21 µM]	.	5%[12.8 µM]
CCOC(=O)c1[nH]c(=O)[nH]c1CSCCO	5%	-19%	0%
COc1ccc(CNC(=O)CN(C)CC(=O)Nc2ccccc2Br)cc1	-2%	3%	.

3 compounds picked at random from those above, as already listed:
SMILES	TDP1 block	DT40 TDP1 no CPT	N370S GC mod
Cc1ccc(N2CC(C(=O)NCc3ccc(C)n3C)CC2=O)cc1 (configuration not stated)	5%	0%	-7%
CCN(C(=O)COC(=O)CCCOc1ccccc1)c1c(N)n(Cc2ccccc2)c(=O)[nH]c1=O	0%	-30%	.
COc1ccc(CNC(=O)CN(C)CC(=O)Nc2ccccc2Br)cc1	-2%	3%	.

Next part
SMILES	TDP1 block	DT40 TDP1 no CPT	N370S GC mod
CN1C(=O)/C(=C2/C=CC=CN2C)OC1=S	3%	-11%	-6%
COc1ccc(CN2C(=O)c3ccccc3C2C(=O)NC2CCCCCC2)c(OC)c1 (configuration not stated)	0%&2%	?	27%
Cn1c(SCc2ccc([N+](=O)[O-])cc2)nc2c(c1=O)SCC2	2%	?	4%
CCc1nnc(NC(=O)CSc2nccn2-c2ccccc2)s1	0%	-22%	10%
O=C(NCCCO)C(=O)NCc1ccncc1	3%	6%	10%
CCCSc1nc2c(c(=O)[nH]c(=O)n2C)n1Cc1ccccc1	1%	?	-5%
CC(=O)Oc1ccc(/C(C)=N/N2CCN(Cc3ccc(C)cc3)CC2)cc1	.	-11%	-6%
Cc1nnsc1S(=O)c1ccc(Br)cc1 (configuration not stated)	.	?	0%
CCCN(CCC)CCCNC(=O)C1CCCN(S(=O)(=O)c2cccc3nsnc23)C1 (configuration not stated)	5%	-5%	.
COC(=O)c1sc(S(=O)(=O)NCc2cccs2)c(C(=O)OC)c1C	-7%	-26%	3%
Cc1ccc(-c2nc(NC(=O)CSc3nc(C)nc4sc5c(c34)CCCC5)ns2)cc1	2%	6.5µM*	.
CCN(C)c1ccc(/C=N\n2nnnc2N)cc1	50µM*	5.8µM*	1%
Cc1ccsc1-c1nc(CN2CCCC2c2ccc(F)cc2)c(C)o1 (configuration not stated)	0%	16%	-17%
CCCc1nn2c(C)c(-c3ccccc3)nc2s1	-14%	-19%	.
NC(=O)N[C@@H](Cc1c[nH]c2ccccc12)C(=O)OCC(=O)N1CCCCC1	6%	-15%	-2%
CCOc1ccc(NC(=S)NCCN2CCN(Cc3ccccc3)CC2)cc1	-1%	?	-3%
Cc1ccc(S(=O)(=O)N2CCC(C(=O)NCC(C)(C)N3CCOCC3)CC2)c(C)c1	1%[56.1 µM]	-7%	.
O/N=C/c1cc(Br)ccc1OCc1cccc(F)c1	-4%	?	8%
Cc1nc(-c2nnc(-c3ccccc3)o2)c(C(F)(F)F)o1	0%	-29%	6%
CCCN(CC(=O)Nc1ccc(C(N)=O)cc1)CC(=O)Nc1ccc(Cl)cc1Cl	3%	-13%	3%
C=CCC(CC=C)(CNC(=O)C(=O)Nc1ccc(Br)cc1)c1ccc(OC)c(OC)c1	7%	?	.
O=C(O)C12CC3CC(C1)CC(n1ncc(NCc4ccco4)c(Cl)c1=O)(C3)C2	.	12%	-1%
Cc1c(CN(C)C(=O)c2sc3cc(Cl)ccc3c2Cl)cnn1C	2%	21µM*	-1%
COc1ccc(Cl)cc1C(=O)NNC(=S)NC(=O)c1ccc(F)c(F)c1	.	?	-4%
O=C(NCCCc1ccccc1)c1nn(-c2ccccc2F)nc1CO	2%	21µM*	.
Next structures
SMILES	TDP1 block	DT40 TDP1 no CPT	N370S GC mod
CC1(C)CC(=O)C2=C(C1)OC1=C(C(=O)CC(C)(C)C1)C2c1ccccc1	-2%	-16%	12%
COC(=O)c1ccc2c(CCO)c[nH]c2c1	.	-25%	4%
CC(C)CN(C(=O)C(c1ccccc1)c1ccccc1)c1c(N)n(CC(C)C)c(=O)[nH]c1=O	5%	-15%	10%
c1ccc(-c2nnc(-c3ccccn3)s2)nc1	-6%	?	20%
COc1ccc(S(=O)(=O)N(CC(=O)Nc2cc(C)on2)Cc2ccccc2)cc1	1%	?	12%
Nc1nc2ccc(S(=O)(=O)c3ccc4nc(N)sc4c3)cc2s1	3%	-27%	-9%
COc1cccc(CNC(=O)c2cc3c(cc2Cl)N2CCCCCC2=NS3(=O)=O)c1	.	-20%	-8%
COC(=O)c1cccc(C(=O)Nc2ccc(F)cc2)n1	2%	0%	0%
O=[N+]([O-])c1ccc(CN2CCCCCC2)s1	?	?	-20%
CSCC[C@H](NC(=O)Nc1cccc(Br)c1)C(=O)O	7%	-13%	12%
Cc1ccccc1CN1CCNC(=O)C1CC(=O)O (configuration not stated)	6%	-4%	-16%
CC(C)N(CCC#N)C(=O)Nc1ccc2c(c1)CCO2	5%	3%	-18%
COc1ccc(/C=N/NC(=O)CNC(=O)c2ccc3c(c2)OCCO3)cc1OC	1%	1%	-2%
COc1ccc(CNC(=O)c2c(O)nc3c(C)cccn3c2=O)cc1	1%	12µM*	.
CCS(=O)(=O)c1nc(S(=O)(=O)c2ccc(C)cc2)c(NCCCn2ccnc2)s1	2%	16%	-4%
CN(Cc1ccccc1)C(=O)CCC(=O)N(C)Cc1ccccc1	0%	1%	6%
COc1cc(OC)c(C2=NOC(C(=O)Nc3ccc4c(c3)OCO4)C2)cc1Cl (configuration not stated)	5%	?	16%
O=c1ccc(-c2nc3ccccc3n2Cc2ccc(Cl)cc2)c[nH]1	.	?	3%
COC(=O)C1[C@H]2SC(C)(C)C(C(=O)OC)N2C(=O)N1Cc1nc2ccccc2s1 (some centres not stated)	.	-4%	-20%
Cn1cc(C(=O)NS(=O)(=O)Nc2ccc(Br)cn2)c2ccccc21	4%	-13%	8%
CCN(CC)C(=O)c1cccc(NC(=O)c2cc(C3CC3)nc3c2cnn3C(C)C)c1	-1%	?	.
COc1ccccc1/C=C\C=N\NC(=O)c1ccco1	4%	-1%	-1%
CCCCN(C(=O)CSCC(=O)Nc1cccc(C)c1)c1c(N)n(Cc2ccccc2)c(=O)[nH]c1=O	0%	?	-5%
COC(=O)C1(CCSC)NC(c2ccc(O)cc2)C2C(=O)N(c3ccc(F)cc3)C(=O)C21 (configuration not stated)	.	?	-17%
COc1ccc(/C=C/C(=O)Nc2ccc(C)cc2)cc1S(=O)(=O)N1CCOCC1	3%	?	0%
Next section:
SMILES	TDP1 block	DT40 TDP1 no CPT	N370S GC mod
COc1ccccc1CN(C(=O)Cc1cccs1)C(C(=O)NC1CCCC1)c1ccncc1 (configuration not stated)	1%	?	.
CNc1nc(Oc2ccc(=O)[nH]n2)nc(N2CCOCC2)n1	1%	-11%	.
Cc1ccc(C)c(N(CC(=O)NCc2ccco2)C(=O)CNS(=O)(=O)c2ccc(F)cc2)c1	.	-30%	-3%
CCOC(=O)N1CCN(C(=O)c2ccc3c(c2)N=C(CC)c2cc(C)ccc2S3)CC1	6%	10µM*	-13%
COC(=O)/C(C#N)=C1/C=Cc2ccccc2N1C	1%	-2%	-11%
C=CC(=O)Nc1ccc(Nc2nc(NC3CCC(N(C)C)CC3)nc3c2ncn3C(C)C)cc1 (configuration not stated)	3%	0.41µM*	.
O=C(NCCc1ccccc1)c1ccc(CS(=O)Cc2ccc(Cl)cc2)o1 (configuration not stated)	1%&5%	?	4%
CC(=O)c1ccc(S(=O)(=O)N(C)CCCC(=O)N(C)Cc2ccccc2F)cc1	79µM*	?	3%
FC(F)Sc1ccc(NC(=S)NC2CCC(NC(=S)Nc3ccc(SC(F)F)cc3)CC2)cc1 (configuration not stated)	5%	?	-1%
CCc1ccc(OCC(=O)Nc2ccc(Cl)c(-c3nc4ncccc4o3)c2)cc1	3%[12.3 µM]	?	.
O=C(NC(=S)Nc1ccc(CN2CCOCC2)cc1)c1ccc([N+](=O)[O-])cc1	5%	-24%	-7%
CCN1CCN(C(c2ccc(F)cc2)c2sc3nc(-c4ccco4)nn3c2O)CC1 (configuration not stated)	10%	?	.
CCCC(=O)Nc1ccc2nc(SCC(=O)N3CCOCC3)sc2c1	-3%	?	.
Cc1cccc(-n2ncc3c(NCCN4CCOCC4)ncnc32)c1	3%	?	-35%
CN(O)/C=c1/ccc2c(n1)C(=O)C=CC=2	19%[56.1 µM]	4.6µM*	-2%
COc1cc(/C=N/NC(=O)Cc2nnc(NC(=O)c3ccccc3)s2)ccc1O	.	-1%	-9%
S=C(Nc1ccccc1Cl)N(Cc1ccccc1)Cc1cccnc1	5%	16µM*	12%
O=C(CSc1nnc(NC(=O)c2c(F)cccc2F)s1)NC1CCCC1	9%	1%	-14%
C/C(=N/NS(=O)(=O)c1ccc(Br)cc1)c1ccc(C)o1	0%	-26%	2%
O=C(CSc1cc([N+](=O)[O-])cc(S(=O)(=O)Cc2ccccc2)c1)NC1CC1	-8%	?	-7%
Cc1cccc(-n2c(SCC(=O)N3CCCC3)nc3n[nH]c(C)c3c2=N)c1	3%	?	4%
Cc1noc2ncnc(Oc3ccccc3Cl)c12	-5%	8%	17%
O=C(CSc1ccc(-c2ccco2)nn1)Nc1ccccc1F	2%	-8%	4%
CCCCn1c(=NC(=O)c2ccco2)c(C(=O)OCC)cc2c(=O)n3ccccc3nc21	9%	23µM*	3%
Cc1ccc(Cl)cc1N1CCN(C(=O)c2cc3c(=O)n(C)c4ccccc4c3s2)CC1	2%	2%	.

Among those listed so far, six contain a nitro group on carbon:
SMILES	TDP1 block	DT40 TDP1 no CPT	N370S GC mod
Cc1ccc(S(=O)(=O)N2CCN(c3ccc(C(F)(F)F)cc3[N+](=O)[O-])CC2)cc1	5%	?	15%
COc1ccc(N2CCN(CCC3Oc4cc([N+](=O)[O-])ccc4NC3=O)CC2)cc1 (configuration not stated)	8%	?	-4%
Cn1c(SCc2ccc([N+](=O)[O-])cc2)nc2c(c1=O)SCC2	2%	?	4%
O=[N+]([O-])c1ccc(CN2CCCCCC2)s1	?	?	-20%
O=C(NC(=S)Nc1ccc(CN2CCOCC2)cc1)c1ccc([N+](=O)[O-])cc1	5%	-24%	-7%
O=C(CSc1cc([N+](=O)[O-])cc(S(=O)(=O)Cc2ccccc2)c1)NC1CC1	-8%	?	-7%
